L3MBTL1 inh: L3MBTL1 (human) inhibition; Q9Y468; AlphaScreen L3MBTL1–H3K9me1 peptide binding; Potency, µM (highest dose often 57.1 µM), for inactives: at the highest dose activity, negative = inhibition, actives largely listed as inhibitors; 0.66% of 230,000 active; AID 485360; note: potency is the fitted concentration of half-maximal effect; % is set by controls: 0 for no effect and ±100 for the full control effect; nearly all actives have a fitted effect of over 60% in size
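First, the protein-peptide complex forms for 30 min at room temperature (L3MBTL1 50 nM, biotinylated H3K9me1 peptide 75 nM). Next, compounds are pin-transferred and incubated 30 min. Finally, AlphaScreen beads are added and read after 30 min.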
Epigenetic derep: epigenetic control regulation, reporter derepression. murine LDR cells, GFP reporter derepression, 30 h. Potency, µM (doses to about 53.9 µM), for inactives: top-dose GFP activation, hits mostly activators. 0.2% of 280,000 active; note: potency is the fitted concentration of half-maximal effect; % of control where 0% means no effect; nearly all actives have a fitted effect of over 60% in size
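Readout is the number of GFP-expressing murine LDR cells, counted by cytometry following washing. Cells were treated with compound for 30 h at 37 C; the stably integrated CMV-GFP locus is normally silent.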
HttQ103 aggreg: reduces HttQ103-GFP aggregates in PC12 cells. PC12 HttQ103-GFP aggregates, Acumen cytometry, 40 h. Potency, µM (titrated, usually from 46.1 µM), inactives show at the highest dose activity change, negative = inhibition, most hits filed as inhibitors. 1.1% of 220,000 active; note: potency is the fitted concentration of half-maximal effect; % is set by controls: 0 for no effect and ±100 for the full control effect; nearly all actives have a fitted effect of over 60% in size
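Quantitative HTS on tebufenozide-induced (100 nM) PC12 cells stably expressing polyQ103 Huntingtin exon 1–GFP. Reduction of bright GFP aggregates, detected by laser scanning cytometry after lysis, identified actives across the titration.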
IMPase Li cell: cell-permeable IMPase inhibitors with lithium potentiation; CHO-M1 cells, IP1 TR-FRET (IP-One), carbachol + lithium; Potency, µM (doses to about 59.4 µM), without a hit: at the top dose activity, negative = IMPase inhibition, most hits filed as inhibitors; 0.35% of 210,000 active; AID 1457;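 note: IP1 builds up when IMPase is blocked and the TR-FRET signal falls; potency is the fitted concentration of half-maximal effect; plate controls were basal vehicle for no effect and high inhibitor control for full effect; nearly all actives have a fitted effect of over 50% in size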
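Concentration–response in CHO-M1 cells, lithium-potentiated; 30 min at 37C. IP1 detected by competitive TR-FRET after 10 min lysis at RT. Hill-fitted AC50.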
CBFb-RUNX1 inh: inhibitors of human CBF-beta and RUNX1 interaction. Potency, µM (titrated, usually from 59.8 µM), for the others: top-dose activity, negative = inhibition, actives largely listed as inhibitors. AlphaScreen CBFb-His/RUNX1-biotin binding, biochemical. 230,000 tested, under 10 active. Q01196+Q13951. AID 1477; note: % of control where 0% means no effect
Target sequence (Q01196 whole entry, looked up): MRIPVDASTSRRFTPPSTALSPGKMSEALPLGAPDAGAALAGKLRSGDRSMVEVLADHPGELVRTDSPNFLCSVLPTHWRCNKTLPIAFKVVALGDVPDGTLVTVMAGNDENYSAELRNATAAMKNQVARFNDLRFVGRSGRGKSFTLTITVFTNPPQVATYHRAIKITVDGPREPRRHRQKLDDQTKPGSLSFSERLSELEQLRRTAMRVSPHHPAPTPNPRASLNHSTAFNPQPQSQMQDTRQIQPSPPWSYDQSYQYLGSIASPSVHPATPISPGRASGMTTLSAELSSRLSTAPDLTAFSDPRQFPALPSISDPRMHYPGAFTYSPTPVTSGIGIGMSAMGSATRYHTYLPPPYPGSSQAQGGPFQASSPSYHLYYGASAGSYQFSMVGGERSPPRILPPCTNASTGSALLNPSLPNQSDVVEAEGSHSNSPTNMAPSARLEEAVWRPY
Target sequence (Q13951 whole entry, looked up): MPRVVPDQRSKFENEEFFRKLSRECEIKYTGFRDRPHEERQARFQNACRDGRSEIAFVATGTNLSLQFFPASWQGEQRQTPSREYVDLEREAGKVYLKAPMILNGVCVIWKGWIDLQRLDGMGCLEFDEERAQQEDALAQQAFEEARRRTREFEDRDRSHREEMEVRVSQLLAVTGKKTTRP
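AlphaScreen binding: CBFb-His and RUNX1-biotin (30 nM each) preincubated 20 min, compound added for 15 min, then nickel and streptavidin beads for 90 min, all at room temperature. Disruption of the interaction by any mechanism counts as activity.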
NPSR antag: blocks cAMP signaling of the human neuropeptide S receptor. CHO-NPSR cells, cAMP TR-FRET, antagonist mode. Q6W5P4. Potency, µM (doses to about 38.3 µM), for inactives: at the top dose activity change, negative = inhibition, usual class: inhibitors. AID 1461. 1% of 220,000 active; note: potency is the fitted concentration of half-maximal effect; % is set by controls: 0 for no effect and ±100 for the full control effect; nearly all actives have a fitted effect of over 50% in size; many of its hits are not listed in these tables
Target sequence (Q6W5P4 whole entry, looked up): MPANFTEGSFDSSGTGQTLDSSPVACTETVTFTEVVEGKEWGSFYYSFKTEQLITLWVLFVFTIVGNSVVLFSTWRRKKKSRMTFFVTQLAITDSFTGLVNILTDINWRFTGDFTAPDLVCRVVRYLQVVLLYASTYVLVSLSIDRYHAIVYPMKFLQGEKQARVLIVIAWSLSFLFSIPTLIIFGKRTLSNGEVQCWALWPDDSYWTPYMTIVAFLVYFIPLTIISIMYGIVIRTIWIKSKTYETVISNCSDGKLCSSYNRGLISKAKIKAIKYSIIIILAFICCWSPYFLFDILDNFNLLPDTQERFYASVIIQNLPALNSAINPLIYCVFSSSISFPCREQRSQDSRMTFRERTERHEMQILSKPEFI
KinaseGlo FLuc: counter-screen: inhibitors of Kinase-Glo firefly luciferase; Q27757; Kinase-Glo luciferase, ATP luminescence, 8 min; Potency, µM (doses to about 38.3 µM), inactives show top-dose activity change, negative = inhibition, most hits filed as inhibitors; 0.28% of 200,000 active; AID 1379; note: potency is the fitted concentration of half-maximal effect; % is set by controls: 0 for no effect and ±100 for the full control effect; nearly all actives have a fitted effect of over 60% in size
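Inhibition of Kinase-Glo luciferase light generation was assessed at 10 uM ATP in pH 7.2 imidazole buffer, with luminescence measured after eight minutes at ambient temperature.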
Numbers without * were called inactive; ? = inconclusive; . = no result given; & = joins results of further samples; [ ] = dose if it differs, or a comment. Calls come from the whole dose curve; as a rule, active = well fitted curve in the direction sought with a large enough effect; inconclusive = small, poorly fitted or top-dose-only effect, or another doubt; inactive = no such curve, though single readings can be large; an effect the other way counts as inactive or inconclusive. Some of the compounds tested (hit frequency here may not be typical).

compound	NPSR antag	L3MBTL1 inh	IMPase Li cell	HttQ103 aggreg	KinaseGlo FLuc	Epigenetic derep	CBFb-RUNX1 inh
Cc1c(NCc2cc(Cl)ccc2O)c(=O)n(-c2ccccc2)n1C	-8%[46.1 µM]	0%	-11%[38.3 µM]	6%	-3%	0.9%	-7%
COc1ccc(-c2nnc(SCC(=O)N(Cc3ccccc3)C(C)(C)C)o2)cc1OC	?	-1%	23%[38.3 µM]	-11%	32%[activator]	-2.9%	-14%
COc1ccc(NC(=O)Nc2ccccc2F)cc1	-13%[46.1 µM]	.	4%[38.3 µM]	9%[9.22 µM]	?	0.7%	1%
COC(=O)CCCC1=CC2=CC(=O)C(C)(OC(=O)c3cccs3)C(=O)C2=CN1CCc1c[nH]c2ccccc12 (configuration not stated)	-5%	.	2%	-41%[9.22 µM]	-2%[7.66 µM]	4.1%	-20%[13.1 µM]
O=C1/C(=C\c2ccncc2)SC(=S)N1C1CCCCC1	-5%	3%	-4%	5%	0%	0.0%	-6%
O=C(c1ccc([N+](=O)[O-])c(CS(=O)(=O)c2ccc(Cl)cc2)c1)N1CCCC1	-8%	17%	3%	9%	3%	-1.1%	9%
COc1ccc(NC(C)=O)cc1S(=O)(=O)Nc1ccccc1C(=O)N1CCCC1	6%	1%	7%	.	-1%	-1.1%	1%
O=C(N/N=C/C=C/c1ccccc1)c1ccc(Br)cc1	7%[46.1 µM]	.	23%[38.3 µM]	-6%[9.22 µM]	0%	0.0%	7%
COC(=O)C1=C(C)NC(=S)NC1c1sccc1C (configuration not stated)	13%	-8%	-2%	-4%	4%	-0.2%	-19%
CNc1nc(N)c([N+](=O)[O-])c(Nc2cccc(F)c2)n1	-11%	-3%	.	22%[9.22 µM]	.	-0.2%	10%
CC1=C(C(=O)Nc2ccccc2)C2(CCCCC2)C(C#N)=C(S)N1	-18%[46.1 µM]	.	5%[38.3 µM]	9%	-2%	-0.3%	-4%
COc1ccc2nc(SCC(=O)N3CCCCC3)c(C#N)cc2c1	-2%	7%	-3%	13%[9.22 µM]	-1%	-1.1%	3%

Next section.
compound	NPSR antag	L3MBTL1 inh	IMPase Li cell	HttQ103 aggreg	KinaseGlo FLuc	Epigenetic derep	CBFb-RUNX1 inh
Nc1nc(CSCc2ccccc2)nc(N2CCOCC2)n1	-7%[46.1 µM]	-12%	27%[38.3 µM]	-19%	0%	0.0%	1%
O=c1cc(-c2cccc(O)c2)oc2cccc(O)c12	.	.	6%	.	-1%	-1.0%	1%[21.7 µM]
COc1ccc(CCNC(=O)CN2CCC(C)CC2)cc1OC	-21%[46.1 µM]	.	13%[38.3 µM]	-2%	-3%	-0.7%	-24%
COc1ccc(NC(=O)c2ccc(C)cc2Cl)c([N+](=O)[O-])c1	-14%[46.1 µM]	-6%	-6%[38.3 µM]	0%	-7%	5.6%	-18%
CCN(CC)c1ccc(C2C(C(=O)OC)=C(C)NC(C)=C2C(=O)OC)cc1	?	-3%	?	31%	-4%	-1.6%	1%
COc1ccc(-c2noc(C3CCCN(S(=O)(=O)c4cccc(Cl)c4C)C3)n2)cc1OC (configuration not stated)	?	-8%	8%[38.3 µM]	2%	-1%	-8.3%	12%
CS(=O)(=O)c1ccc(-c2cc(Br)sc2-c2ccc(F)cc2)cc1	.	.	21%	.	3%	1.8%	24%[21.7 µM]
O=C(O)c1cccc(-n2cccc2/C=C\[N+](=O)[O-])c1	45%	32µM*	-1%	6%[9.22 µM]	.	2.3%	?
Cc1ccccc1-n1c(=O)c2ccccc2n2cnnc12	-7%[46.1 µM]	.	14%[38.3 µM]	19%	-5%	0.0%	3%
CC(/C=C/c1ccco1)=N\NC(=O)C(O)c1ccccc1 (configuration not stated)	-8%	-1%	1%	?	-3%	2.0%	-2%
Cc1ccc(-c2nnn(CC(=O)N(Cc3ccccc3)C(C(=O)NC3CCCC3)c3ccncc3)n2)o1 (configuration not stated)	?	-3%	5%[38.3 µM]	-2%	-3%	-0.8%	-7%
Cc1ccccc1-c1nc(CS(=O)(=O)CC(=O)NCCCN2CCCC2)c(C)o1	1%[46.1 µM]	.	9%[38.3 µM]	12%	-1%	-2.5%	-4%

(listing goes on)
compound	NPSR antag	L3MBTL1 inh	IMPase Li cell	HttQ103 aggreg	KinaseGlo FLuc	Epigenetic derep	CBFb-RUNX1 inh
N/C(=N\NC(=O)c1cccs1)c1cc2cc(Cl)ccc2oc1=O	-3%	.	.	-7%[9.22 µM]	.	0.0%	5%
CC(=O)Nc1ccc(-c2nn[nH]n2)cc1Cl	2%[46.1 µM]	1%[11.4 µM]	17%[38.3 µM]	-18%	-2%	0.0%	1%
COc1ccc(/C=N/Nc2ncccc2[N+](=O)[O-])c(OC)c1	-30%	.	20%	-8%	11µM*	2.4%	?
CC1Nc2ccccc2C(=O)N1NS(=O)(=O)c1ccccc1 (configuration not stated)	13%	5%	-1%	6%	2%	0.0%	8%
CCOC(=O)c1nn(-c2ccccc2)c(=O)c(C#N)c1C	-10%[46.1 µM]	.	3%[38.3 µM]	4%[9.22 µM]	2%	-4.9%	3%
COc1ccc(N(C)S(=O)(=O)c2cccc(C(=O)NC3CCCCC3C)c2)cc1 (configuration not stated)	-25%	10%	7%	-13%	0%	-5.0%	7%
O=C(NC1CCCCCC1)C1CCCN(S(=O)(=O)c2cnc[nH]2)C1 (configuration not stated)	-2%[46.1 µM]	.	2%[38.3 µM]	-2%	1%	-4.2%	0%
CC1CCCN(CC(O)COC(c2ccccc2)c2ccccc2)C1 (configuration not stated)	-42%	-5%	26%	9%	3%	-4.2%	-6%
CC(=O)Nc1ccc(C(=O)N/N=C/c2cccnc2)cc1	10%	11%	7%	-7%	-1%	-0.9%	-1%
Cc1cc(NC(=O)c2ccc3c(c2)C(=O)N(CCC(C)C)C3=O)no1	-21%[46.1 µM]	.	-26%[38.3 µM]	0%	-3%	0.0%	0%
CCCCN1C(=O)C2NN=C(C(=O)OC)C2C1=O (configuration not stated)	-5%[46.1 µM]	.	-8%[38.3 µM]	-2%	-2%	6.0%	2%
Cc1ccc(-c2n[nH]c(=O)c3ccccc23)cc1S(=O)(=O)Nc1ccccc1	-16%[46.1 µM]	-2%	.	-9%	.	-0.9%	0%

Next section.
compound	NPSR antag	L3MBTL1 inh	IMPase Li cell	HttQ103 aggreg	KinaseGlo FLuc	Epigenetic derep	CBFb-RUNX1 inh
CC1=C/C(=N\OS(=O)(=O)c2ccccc2)C(C)=CC1=O	2.5µM*	.	67%[activator][38.3 µM]	10%[9.22 µM]	-3%	20%	2%
O=C(NC(=S)Nc1ccc2oc(=O)ccc2c1)c1cc2ccccc2o1	-3%	.	.	-20%[9.22 µM]	.	1.1%	6%
C/C(=N/NC(=O)c1cc2ccccc2cc1O)C1C(=O)c2ccccc2C1=O	-17%[46.1 µM]	.	13%[38.3 µM]	-21%	-6%	-1.3%	?
Cc1ccc(S(=O)(=O)Nc2nc3ccccc3nc2N2CCN(c3ccccc3F)CC2)cc1	-5%[46.1 µM]	.	5%[38.3 µM]	?	-4%	1.0%	-10%
CCOC(=O)CN1C(=O)CSc2ccccc21	?	3%	-38%[38.3 µM]	2%	12%	-1.8%	2%
CC1C(c2ccccc2)N(C)C(c2ccccc2)CC1(O)c1ccc(F)cc1 (configuration not stated)	-48%	.	13%	?	0%	-2.9%	13%
CC(NC(=O)Nc1ccccc1)C(c1cccs1)N1CCN(c2ccccc2)CC1 (configuration not stated)	49%	7%	12%	0%[9.22 µM]	.	-1.1%	5%
CCCCC(C)(C)[C@H](O)/C=C/[C@H]1[C@H](O)CC(=O)[C@@H]1C/C=C\CCCC(=O)O	.	.	-2%&7%	.	0%	1.1%&0.0%	8%&-6%
CCc1c(C)c2ccc(OCC(=O)OC)cc2oc1=O	-18%[46.1 µM]	12%	4%	-15%	-4%	0.0%	0%
COc1ccc(OC)c(-c2csc(NC(=O)c3ccc(OCC4CCCO4)cc3)n2)c1 (configuration not stated)	?	-9%	12%	?	-1%	0.0%	4%
COc1ccc(C(=O)Nn2c(SCC(=O)c3ccccc3)nc3ccccc3c2=O)cc1	?	-3%	-1%[38.3 µM]	18%	-9%	-3.2%	-4%
Cn1c(=O)c2nc(Cl)c(-c3ccccc3)nc2n(C)c1=O	-4%	4%	1%	-8%	1%	-1.6%	-2%

Other results
compound	NPSR antag	L3MBTL1 inh	IMPase Li cell	HttQ103 aggreg	KinaseGlo FLuc	Epigenetic derep	CBFb-RUNX1 inh
Cc1cnc2ncc3sccc3c2c1	-1%	-6%	-4%	-13%	2%	-1.0%	-1%
CCc1ccc(C2=NN(CCC(=O)NC3CC3)C(=O)CC2)cc1	29%	6%	-2%	20%	-2%	1.0%	-1%
CC(C)(C)C1CCc2c(sc(N)c2C(N)=O)C1 (configuration not stated)	-1%[46.1 µM]	-9%	1%[38.3 µM]	7%	4%	-0.1%	-19%
Cc1ccc(S(=O)(=O)/C(=C\N(C)C)c2cnc(Cl)s2)cc1	-7%	4%	3%	-14%	5%	-2.8%	5%
Cc1nn2c(-c3ccccn3)ccnc2c1Br	10%	11%	-7%	2%	3%	-2.6%	1%
Cc1ccc(C(=O)Oc2ccc(/C=N/NC(N)=O)cc2)cc1	15%	-2%	-3%	14%	0%	-2.0%	-9%
COCCNC(=O)Cn1ncc2ccsc2c1=O	-5%[46.1 µM]	.	-2%[38.3 µM]	-29%	0%	-1.0%	4%
COc1ccccc1-c1nc(C(F)(F)F)c(OC)o1	-3%[46.1 µM]	0%	11%	?	-2%	0.9%	7%
CCOC(=O)N(NC(=O)C(O)(c1ccccc1)c1ccccc1)c1ccccc1	7%	3%	14%	0%	0%	0.0%	5%

By substructure, those above containing two or more sulfur atoms (4)
compound	NPSR antag	L3MBTL1 inh	IMPase Li cell	HttQ103 aggreg	KinaseGlo FLuc	Epigenetic derep	CBFb-RUNX1 inh
O=C1/C(=C\c2ccncc2)SC(=S)N1C1CCCCC1	-5%	3%	-4%	5%	0%	0.0%	-6%
COC(=O)C1=C(C)NC(=S)NC1c1sccc1C (configuration not stated)	13%	-8%	-2%	-4%	4%	-0.2%	-19%
CS(=O)(=O)c1ccc(-c2cc(Br)sc2-c2ccc(F)cc2)cc1	.	.	21%	.	3%	1.8%	24%[21.7 µM]
Cc1ccc(S(=O)(=O)/C(=C\N(C)C)c2cnc(Cl)s2)cc1	-7%	4%	3%	-14%	5%	-2.8%	5%

Screening data: PubChem, National Center for Advancing Translational Sciences (NCATS)
